NPR2 activator = GC-B (human) receptor activation; 370,000 tested, 0.11% active; HEK293-GC-B cells, CNP EC30, cGMP TR-FRET; 0% at EC30 CNP, 100% saturating CNP; P20594; activation, % at 10 µM;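 active = activation at 10 µM reaching about 35% in either raw or pattern-adjusted values, limit read from the data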
HGIII-sPLA2 inh = Inhibits HGIII-sPLA2 liposome hydrolysis, primary screen. Q9NZ20. QFRET BODIPY PC-A2 liposome hydrolysis, fluorescence. AID 743126. 370,000 tested, 0.56% active. inhibition, % at 12.2 µM;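 active = inhibition above mean plus 3 SD of compounds lying within the high and low control bounds, cut at about 19% in these data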;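 also: 0% = median of test compound wells and 100% = no enzyme DMSO wells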
hcDAF12 agonist = H. contortus DAF-12 activation, primary screen | activation, % at 6.8 µM | HEK293 hcDAF-12 lit1-tk-luc reporter, luminescence; 0% DMSO, 100% Δ7-dafachronic acid | AID 652067 | 370,000 tested, 1.4% active;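 active = activation above the mean of all tested compounds plus 3 SD, cut at about 5.5% in these data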;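 also: 100% = response to 3 µM Δ7-dafachronic acid high control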
DAX1 inh-1 = inhibits human nuclear receptor DAX1. P51843. HEK293 Gal4-DAX1 luciferase reporter, luminescence. inhibition, % at 6.75 µM. 340,000 tested, 0.99% active. AID 504766;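 active = inhibition above the mean over all tested compounds plus 3 SD, cut at about 4.2% in these data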;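 also: 0% = DAX1-transfected cells with DMSO and 100% = empty-vector control cells with DMSO; inhibition shows as a rise in luminescence from relieved DAX1 repression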
Target sequence (P51843 207-470 limits assumed): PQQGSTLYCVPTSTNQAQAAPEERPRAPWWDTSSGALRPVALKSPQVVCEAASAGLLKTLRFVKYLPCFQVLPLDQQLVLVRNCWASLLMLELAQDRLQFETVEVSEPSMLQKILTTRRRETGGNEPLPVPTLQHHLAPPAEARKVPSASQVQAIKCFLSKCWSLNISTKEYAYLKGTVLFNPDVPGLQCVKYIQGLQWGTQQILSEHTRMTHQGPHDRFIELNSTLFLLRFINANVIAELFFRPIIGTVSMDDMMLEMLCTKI
FXN GAA850 act = frataxin GAA850 promoter activation | AID 540364 | 360,000 tested, 0.56% active | HEK293 lucGAA850 FXN promoter luciferase reporter, 24 h; percent of 10 µM SAHA response | activation, % at 6 µM;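 active = activation above the average of all compounds screened plus 3 SD, cutoff fixed separately per campaign, cut at about 7.5% in these data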;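 also: 0% = DMSO wells and 100% = 10 µM SAHA wells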
SMARCA2 act = increases SMARCA2 function in MMTV reporter cells | MG213 cells, MMTV-luciferase reporter, dexamethasone, overnight | activation, % at 9.1 µM | 370,000 tested, 1% active; in the data active = activation above about 7.8%;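 also: 0% = vehicle wells and 100% = reference activator wells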
ADAM10 inh = inhibitors of human ADAM10 | inhibition, % at 7 µM | 370,000 tested, 0.62% active | AID 720582 | recombinant ADAM10, EDANS/DABCYL FRET peptide cleavage, 3 h;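 active = inhibition above a per-campaign cutoff equal to the mean of compounds falling between control-based bounds plus 3 SD, cut at about 20% in these data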;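 also: 0% = DMSO wells while the 100% control is not disclosed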
Target sequence (O14672 214-748 limits assumed): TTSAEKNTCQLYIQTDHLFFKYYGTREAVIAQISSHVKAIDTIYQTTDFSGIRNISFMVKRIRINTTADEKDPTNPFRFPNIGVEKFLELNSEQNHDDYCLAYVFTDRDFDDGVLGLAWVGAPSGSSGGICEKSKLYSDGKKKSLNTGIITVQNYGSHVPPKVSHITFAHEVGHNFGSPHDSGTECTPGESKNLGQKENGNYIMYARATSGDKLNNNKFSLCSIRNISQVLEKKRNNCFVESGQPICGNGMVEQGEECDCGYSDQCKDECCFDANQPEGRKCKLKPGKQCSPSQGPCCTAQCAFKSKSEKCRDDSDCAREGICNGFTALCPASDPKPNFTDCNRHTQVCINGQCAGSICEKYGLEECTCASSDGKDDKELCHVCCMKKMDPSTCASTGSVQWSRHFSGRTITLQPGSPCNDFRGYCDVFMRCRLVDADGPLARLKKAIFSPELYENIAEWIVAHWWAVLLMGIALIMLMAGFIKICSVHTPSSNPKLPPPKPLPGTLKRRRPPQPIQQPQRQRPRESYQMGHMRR
hgDAF12 agonist = activates the H. glycines DAF-12 receptor ligand-binding domain; 370,000 tested, 1.8% active; HEK293 GAL4-hgDAF12 UAS-luciferase reporter, agonist luminescence; normalized to butyrate control; activation, % at 6.8 µM;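 active = activation above a cutoff set at the mean of all screened compounds plus 3 SD, cut at about 10% in these data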;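 also: 0% = DMSO wells and 100% = sodium butyrate wells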
DAX1 inh-2 = blocks DAX1 repression of SF-1 activated StAR promoter; HEK293T StAR-luciferase reporter, SF-1/DAX-1 repression relief; inhibition, % at 6.8 µM; AID 652010; 370,000 tested, 1.1% active;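 active = inhibition above the mean over all tested compounds plus 3 SD, cut at about 3.6% in these data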;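 also: 0% = DAX-1 cells with DMSO and 100% = cells lacking DAX-1 with DMSO; higher inhibition means more luminescence from relief of DAX-1 repression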
ssDAF12 agonist = S. stercoralis DAF-12 activation, primary screen; 370,000 tested, 1% active; activation, % at 6.8 µM; AID 652126; HEK293 ssDAF-12/GRIP1 lit1-tk-luc reporter, luminescence; % of 3 µM dafachronic acid response;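 active = activation above the mean over all tested compounds plus 3 SD, cut at about 0.9% in these data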;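 also: 0% = DMSO-only wells and 100% = 3 µM delta7-dafachronic acid wells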
NPR1 activator = GC-A (human) enzyme activation | HEK293 GC-A cells, cGMP TR-FRET, EC30 ANP; 0% at EC30 ANP, 100% saturating ANP | activation, % at 10 µM | 370,000 tested, 0.14% active | P16066; in the data active = activation above about 40%
Numbers without * were called inactive; . = not tested or not shown.

SMILES | NPR2 activator | HGIII-sPLA2 inh | hcDAF12 agonist | DAX1 inh-1 | FXN GAA850 act | SMARCA2 act | ADAM10 inh | hgDAF12 agonist | DAX1 inh-2 | ssDAF12 agonist | NPR1 activator
CCOc1ccc(NC(=O)CS(=O)CC(=O)Nc2cccnc2)cc1 (stereo unspecified) | 2 | 1 | -0.2 | 2.6 | 0.9 | 2 | 5 | -0.6 | 0.6 | -1.1 | 3
CCCS(=O)(=O)N1CCC(C(=O)NCCCN2CCCC2=O)CC1 | 4 | -4 | -1.2 | 1.7 | -1.1 | 2 | 0 | -0.1 | 0.8 | -0.6 | 0
CC(=O)OCc1cc(-c2nc3ccccc3[nH]c2=O)nn1-c1ccc(Cl)cc1 | 2 | -1 | 2.0 | -1.1 | 1.1 | -2 | -53 | 2.8 | 0.3 | 0.4 | 3
C[C@H](CO)N1C[C@H](C)[C@@H](CN(C)C(=O)Nc2cc(F)ccc2F)Oc2ncc(-c3cccc(F)c3)cc2C1=O | -2 | -3 | -1.7 | 0.1 | -0.5 | -7 | -8 | -1.1 | -1.6 | -0.7 | -6
CC(C)CC1COC(=O)N1 (stereo unspecified) | 3 | 2 | -0.5 | 0.5 | -1.2 | 1 | -2 | -1.8 | -0.1 | -0.8 | 2
CC(C)=CC1C(C(=O)NCCc2ccccc2)C1(C)C (stereo unspecified) | 2 | 14 | 0.2 | -0.5 | -0.1 | -4 | 3 | -1.4 | 0.3 | -1.6 | 1
COc1ccccc1CNC(=O)C(NS(=O)(=O)c1ccc2c(c1)oc(=O)n2C)C(C)C (stereo unspecified) | -9 | 4 | -2.2 | 2.4 | 1.1 | 0 | 0 | 2.4 | -0.2 | -0.6 | -1
COc1ccc(-c2ccc3c(c2)c(Sc2ccccc2)c(-c2ccccc2)n3C)cn1 | 7 | 3 | -1.4 | . | . | -2 | -26 | -0.6 | -2.1 | -1.4 | -1
NC(=O)CCC(NC(=O)OCc1ccccc1)C(=O)OCC(=O)c1ccccc1 (stereo unspecified) | -1 | -1 | -0.7 | 1.6 | -1.2 | -4 | -11 | 0.1 | 1.7 | -1.5 | 1
C=CCNC(=S)NCC=C | -14 | -6 | -0.6 | 0.5 | 2.4 | -2 | -3 | 0.8 | -0.7 | -1.4 | 5
Cc1nc(-c2nc(C(=O)NNS(C)(=O)=O)cs2)cs1 | 3 | -4 | -0.9 | -0.8 | 1.0 | -1 | 0 | -0.9 | -0.1 | -1.6 | -2
CCOC(=O)c1c(C)n(C)c2cc(-c3ccc(C)cc3)c(O)cc12 | -2 | -2 | -2.7 | 2.4 | 1.1 | -3 | -17 | -0.4 | 0.2 | -1.4 | 4
Cc1ccc(S(=O)(=O)N2C[C@H]3C(=O)C[C@@H](c4cccc(Cl)c4)N(S(=O)(=O)c4ccc(C)cc4)[C@H]3C[C@H]2c2ccc(Cl)cc2)cc1 | 2 | 1 | -1.1 | 0.8 | -1.5 | 1 | 5 | -0.4 | -0.8 | -0.8 | 1
CCOC(=O)c1sc(CS(=O)(=O)c2ccc(Cl)cc2)nc1C | -3 | -26 | -0.1 | 2.5 | 0.9 | 0 | 3 | -1.1 | 0.4 | -1.4 | -4
C[C@H](NC(=O)[C@@H]1CCCN1C(=O)[C@@H]1CCCN1C(=O)c1ccc(Cl)cc1)c1ccccc1 | -6 | 4 | -0.7 | . | . | -5 | 1 | -0.3 | 0.2 | -0.9 | 3
CC(C)(C)n1nc(C2CC2)cc1NC(=O)Nc1ccccc1 | -2 | 9 | 0.0 | . | . | -2 | -10 | -3.9 | -0.1 | -1.0 | 1
Cc1cc2nc(-c3ccccc3O)[nH]c2cc1C | -4 | -3 | 5.8* | 2.2 | 3.6 | 5 | -431 | 12* | 4.1* | 0.7 | -4
CC(C)Cn1c(-c2cccc(S(=O)(=O)N3CCOCC3)c2)n[nH]c1=S | 0 | 8 | -1.8 | -0.5 | -0.7 | -1 | 2 | -0.1 | -0.2 | -0.9 | 4
C=C1[C@@H]2CC[C@H]3[C@]4(C)[C@@H](O)CC[C@@](C)(C(=O)OC)[C@H]4C[C@H](O)[C@]3(C2)[C@H]1O | 2 | 7 | 1.3 | . | . | -2 | -5 | -1.6 | -0.8 | -0.7 | 3
CC1CCN(C(=O)c2ncn3c2c(=O)[nH]c2ccccc23)CC1 | 3 | 5 | 1.9 | 1.7 | -1.0 | -1 | -13 | 2.9 | -1.2 | -1.1 | -2
C[C@H]1CN([C@@H](C)CO)C(=O)c2cc(NC(=O)Cc3ccccc3)ccc2O[C@H]1CN(C)Cc1ccccc1 | 2 | -17 | -1.2 | 2.2 | -3.0 | 1 | -3 | -0.9 | 0.6 | -0.7 | 0
COc1ccc(C(=O)NCC(=O)NCC(=O)OCC(=O)C(C)(C)C)cc1 | 2 | -2 | 3.3 | -0.8 | 1.7 | -1 | -6 | 1.4 | -0.1 | -1.0 | -1
CCOC(=O)c1nnn(CC(=O)N2N=C(c3cccc4ccccc34)CC2c2ccccc2)c1C(=O)OCC (stereo unspecified) | 1 | -3 | 1.8 | 0.1 | -0.9 | -2 | -13 | 5.6 | -0.8 | -0.7 | -3
CSc1nc2cc3c(cc2n1C(=O)c1ccc(C)cc1)OCCO3 | 1 | 5 | 1.0 | 0.1 | 1.7 | 0 | -4 | 3.3 | -0.7 | 0.0 | 8
CCN(CCn1cccn1)C(=O)C1CCC(=O)N(CCc2cccc(F)c2)C1 (stereo unspecified) | 1 | 11 | -0.5 | 0.4 | 0.1 | -2 | -9 | -2.2 | -0.4 | -0.8 | 1
(list continues)
SMILES | NPR2 activator | HGIII-sPLA2 inh | hcDAF12 agonist | DAX1 inh-1 | FXN GAA850 act | SMARCA2 act | ADAM10 inh | hgDAF12 agonist | DAX1 inh-2 | ssDAF12 agonist | NPR1 activator
CN(C(=O)c1ccccc1C(=O)OCC(=O)c1ccc(Br)cc1)c1ccccc1 | 4 | -43 | -0.4 | -0.7 | -0.3 | 0 | 2 | -3.0 | -0.9 | -1.1 | 0
CCCCNC(=NCc1cccc(C(F)(F)F)c1)Nc1ccccc1 | -16 | 2 | -1.6 | 1.0 | -5.5 | 2 | -2 | -0.5 | 0.0 | -1.4 | -39
Cc1ccc(S(=O)(=O)/N=C(/Sc2ccccc2C(=O)O)c2ccccc2)cc1 | 1 | 0 | 0.0 | -0.1 | -0.1 | 5 | 2 | 2.0 | -1.1 | -1.1 | 2
Cc1cccc(NC(=O)OC2CC3CC2[C@H]2CCCCN2C3)c1 (stereo partly specified) | 2 | 0 | 0.9 | . | . | 0 | -6 | 1.4 | 2.2 | -0.9 | 0
CCOC(=O)C1=CCN(S(=O)(=O)c2cccc(Cl)c2)C1c1cccc(F)c1 (stereo unspecified) | -5 | 4 | -0.3 | . | . | -4 | -11 | -2.3 | -2.7 | -1.0 | -1
COc1ccccc1OCC(=O)NCC(c1cccs1)N1CCOCC1 (stereo unspecified) | -3 | 1 | -1.0 | -0.8 | 1.4 | -1 | -1 | -1.0 | 0.8 | -0.9 | 1
CCn1ncc(Cl)c1C(=O)Nc1ccc2c(c1)CCC2 | -3 | 3 | 2.2 | 1.6 | 6.2 | -1 | 4 | 2.7 | 2.6 | -0.6 | -2
Cc1occc1C(=O)Nc1sc2c(c1C(N)=O)CCCCC2 | 1 | -4 | 1.5 | 0.2 | 5.8 | 4 | -2 | 5.0 | -0.2 | -0.3 | -4
Cc1ccc(N2C(=NC(=O)c3ccccc3)SC3CS(=O)(=O)CC32)cc1 (stereo unspecified) | -4 | -22 | 0.0 | 0.1 | 2.2 | 2 | 2 | 0.0 | -1.7 | -1.5 | -6
C[C@]12c3[nH]c4cc(-c5ccco5)ccc4c3CCN1C(=O)[C@@H](CC(=O)NCc1cccc(C(F)(F)F)c1)C[C@@H]2C(=O)N1CCOCC1 | 4 | -9 | -2.3 | -1.1 | -0.4 | 1 | -437 | -1.1 | 2.7 | -1.1 | -1
Nc1c(C(=O)Nc2cccc(F)c2)nnn1-c1cccc(C(F)(F)F)c1 | -2 | -2 | 0.3 | 0.9 | 2.2 | 4 | 1 | 8.1 | 1.7 | -1.3 | -6
COc1cc(C(=O)O)c2ccccc2n1 | 4 | -1 | -1.9 | 0.7 | 0.7 | -2 | 9 | -2.5 | 0.2 | -1.1 | 5
O=C(Nc1ccc(Cl)cc1Cl)c1ccc2c(c1)OCCO2 | 2 | -2 | 7.5* | -0.6 | 0.1 | -1 | 4 | 14* | 8.7* | 0.6 | -1
COc1ccc2nc(N3C(=O)CC(Cc4ccc(Cl)cc4)C3=O)sc2c1 (stereo unspecified) | 0 | -22 | -0.2 | 0.6 | 1.8 | 1 | 3 | -1.2 | -0.6 | -0.8 | 2
COc1ccc(C2CC(=O)c3cnc(NC(=O)c4ccccc4)nc3C2)c(OC)c1 (stereo unspecified) | -2 | -3 | -1.9 | 2.3 | 1.6 | 1 | -3 | 1.1 | -0.1 | -1.2 | 1
CC1(C(=O)NCc2ccco2)Cc2c(-c3cccc(C(N)=O)c3)ccnc2O1 (stereo unspecified) | -9 | -1 | -1.4 | . | -5.7 | 0 | 1 | 0.9 | -3.9 | -1.0 | -3
O=c1c2ccccc2cnn1-c1ccc(Cl)cc1 | 1 | 5 | 12* | 1.3 | 7.1 | 7 | -1 | 17* | 2.9 | 1.9* | 3
COc1ccccc1CNC(=O)CCCC(=O)n1ncc2cc(C)ccc21 | -4 | 4 | 0.2 | -0.1 | 0.0 | -1 | -7 | -4.8 | 0.3 | -0.2 | -2
CN(C)C(=O)c1sccc1Oc1ccc(F)cc1[N+](=O)[O-] | -1 | 7 | -0.9 | 0.4 | 2.3 | 2 | 8 | -1.5 | 0.9 | -1.0 | 2
Clc1cccc(-c2cc3nc(NCCOc4ccccc4)ccn3n2)c1 | -4 | 4 | 0.7 | . | 3.9 | -3 | -17 | 4.1 | -0.4 | -0.4 | -5
CC(=O)N1CCc2cc(Br)c(S(=O)(=O)CCC(=O)N3CCN(c4ccccn4)CC3)cc21 | -2 | 4 | -1.4 | . | . | -4 | -1 | -2.1 | -1.0 | -1.1 | 3
Cc1cc2c(NC(=O)Nc3ccc(F)cc3)cccc2nn1 | -2 | -1 | -0.8 | 1.5 | -1.2 | -1 | -5 | 0.1 | -0.3 | -1.0 | 2
Cc1ccc(NC(=O)NNC(=O)c2ccccc2)cc1 | 2 | 7 | 1.3 | 0.5 | 2.8 | 2 | 6 | 1.6 | 1.4 | -1.3 | 5
Cc1ccc(N2CCN(S(=O)(=O)N3CCCCCC3)CC2)cc1Cl | 1 | 6 | -1.0 | 0.5 | 2.0 | -3 | 3 | 1.5 | 1.0 | -1.4 | 5
CC(=O)c1ccccc1OC(=O)CCN1C(=O)c2ccccc2C1=O | -10 | 0 | -1.7 | -0.3 | 1.7 | -1 | 7 | 0.2 | 0.2 | -1.4 | -3
CCn1c(=O)n(CC(=O)NCc2ccco2)c(=O)c2ccccc21 | 0 | 0 | -2.1 | -0.4 | -0.2 | 1 | 7 | 0.5 | -0.6 | -1.2 | 1
CC(C)c1ccc(C(C)NC(=O)C2CCCC2)cc1 (stereo unspecified) | -3 | 2 | -1.1 | -2.0 | 0.3 | -2 | 8 | -0.7 | -0.8 | -0.8 | 3
